Screening data as filed in PubChem.
Insulin prom inh – TRM-6 insulin promoter activity inhibition. TRM-6 cells (human fetal islet line), insulin promoter-eGFP reporter, imaging; reporter expression induced with tamoxifen. AID 1273. 130,000 compounds, 0.9% hits. inhibition, % at 2 µM;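 active = inhibition above the mean plus 3 SD, with well images judged a real hit on visual review, cut at about 60% in these data, passing the limit was not always enough; inconclusive = inhibition over the cutoff but images rejected on review; inactive = inhibition not above the cutoff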
SDO1 yeast rescue – compounds rescuing growth of sdo1-depleted yeast, bone marrow failure model; AID 817; S. cerevisiae sdo1-depleted JHY4D growth rescue, OD600 30 h; active compounds read high; pdr5 snq2 efflux-pump mutant strain; z-score at 10 µM; 140,000 compounds, 0.21% hits;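 active = z-score above 3 at both the 24 hr and the 30 hr optical density reads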;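 note: z-score against mean and SD of all compound wells on the same plate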
SDO1 yeast rescue Rescue 24 h – further read-out of SDO1 yeast rescue, marked with its call; z-score; S. cerevisiae sdo1-depleted JHY4D growth rescue, OD600; measured here: growth rescue at 24 h;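 0 is the plate mean of compound wells and units are plate SD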
An asterisk follows results filed as active; ? = inconclusive; · = no result given; [ ] = another dose, or the depositor's remark. Not all compounds are listed; the hit share may differ from the screen's.

Each structure is followed by: SDO1 yeast rescue | Insulin prom inh | SDO1 yeast rescue Rescue 24 h
O=C(O)CCSc1nc2ccccc2n1CCOc1ccccc1
→ 0.32 | · | -0.72
CCN(CC)C(=S)NCCc1ccccc1
→ · | -29 | ·
CC12CC(NC(=O)N1c1cccc(C(=O)NCc3ccccc3)c1)c1ccccc1O2 (stereo not given)
→ 1.9 | -18 | 0.79
CCc1nnc(NC(=O)CSc2nnc(C3CCCCC3)n2-c2ccccc2)s1
→ -0.18 | · | -0.48
CCOC(=O)CC(NC(=O)c1cc2cc(Br)ccc2oc1=O)c1cccc([N+](=O)[O-])c1 (stereo not given)
→ 0.57 | -23 | 0.29
O=C1CCCc2sccc2N1
→ 1.6 | -21 | 1.1
CCOC(=O)C1CCN(C(=O)COc2ccc(S(=O)(=O)NC(C)(C)C)cc2)CC1
→ 0.16 | -73 | 0.14
CC[n+]1c(C)sc2c3ccsc3ccc21
→ · | 50 | ·
CN(CC(=O)N1CCN(c2cccc(Cl)c2)CC1)S(=O)(=O)c1cccs1
→ 0.98 | -19 | 1.4
O=C(Nc1nc(-c2ccc(Cl)s2)cs1)c1ccccc1
→ -0.98 | -15 | -0.53
COc1ccc(C2c3c(n[nH]c3C)CC(C)(O)C2C(C)=O)cc1OC (stereo not given)
→ -0.03 | · | 0.11
Cc1ccc(-c2cn3cccnc3n2)cc1NC(=O)c1ccc(Br)o1
→ 0.07 | 57 | -0.23
CN(C)S(=O)(=O)c1cc(NC(=O)CN2CCOCC2)ccc1Cl
→ · | -25 | ·
O=C(NCCO)c1cccc(Nc2nc(-c3ccccc3)c3cc(Cl)ccc3n2)c1
→ -1.1 | 42 | -0.12
COc1ccccc1N1C(=O)N(C(C)=O)C2C1Nc1ccccc1N2C (stereo not given)
→ -0.39 | · | -0.38
O=S(=O)(O)c1nc2ccccc2n1Cc1ccc(Cl)cc1
→ 0.08 | · | -0.33
O=C(NCc1ccccc1)C1CCC(CNc2c(N3CCCCC3)c(=O)c2=O)CC1 (stereo not given)
→ 0.08 | 27 | -0.51
O=c1c(Sc2ccccc2)c(C(F)(F)F)[nH]n1-c1ccccc1
→ 1.1 | 33 | 0.61
COc1cccc(N2CCN(Cc3nc4ccccc4c(=O)[nH]3)CC2)c1
→ -0.28 | ? | -0.22
O=[N+]([O-])c1ccccc1N/N=C/c1cc2ccccc2nc1Cl
→ -0.64 | -9 | 1.3
CCOC(=O)c1sc(=NC(=O)C2CC2)n(C)c1C
→ · | -44 | ·
COCCn1c(=S)[nH]c2cc(C(=O)NCCCN3CCOCC3)ccc2c1=O
→ 0.21 | -107 | -0.15
C=CCN=C(CC)C1=C(O)CCCC1=O
→ -0.57 | -18 | -0.5
Fc1cccc(CSc2ccc3nnc(-c4cccnc4)n3n2)c1
→ · | -43 | ·
CCOC(=O)C1=C(C)N(C)C(C)=C(C(=O)OCC)C1c1ccsc1
→ · | 20 | ·
Cc1cc(OCCn2cnc3ccccc3c2=O)ccc1[N+](=O)[O-]
→ 0.26 | -31 | -0.32
CCOC(=O)c1ccc(N2C(=O)C(O)=C(C(C)=O)C2c2ccccc2)cc1 (stereo not given)
→ 0.82 | -323 | 0.6
CCOC(=O)C1CCN(c2ccc([N+](=O)[O-])cc2)CC1
→ · | -17 | ·
COCCn1cnc2cc(C)c(C)cc21
→ 0.9 | · | 1.1
COC(=O)c1ccccc1NC(=O)C1CCCN(S(=O)(=O)c2ccc(OC)cc2)C1 (stereo not given)
→ -0.76 | 12 | -0.47
COc1ccc(N2C(=O)/C(=C\c3ccco3)N=C2SCC(=O)NC(C)(C)C)cc1Cl
→ -0.16 | 33 | 0.03
CCOC(=O)N1CCC(Nc2c(Nc3ccc(C)c(C)c3)c(=O)c2=O)CC1
→ 0.82 | · | 0.74
O=c1ccccn1Cc1c(F)cccc1Cl
→ 0.87 | 47 | 0.65
O=C(NC(=S)NCCc1ccccc1)C1CCCCC1
→ -0.38 | -25 | 0.08
COC(=O)CCNS(=O)(=O)c1ccc2ccccc2c1
→ 0.59 | 38 | -0.64
CC(C)(C)NCC(O)COc1ccccc1C(=O)CCc1ccccc1 (stereo not given)
→ 0.28 | -26 | -0.18
CC1(C)CC(=O)C(C=NCCN2CCN(C3CC(=O)N(c4ccc(Br)cc4)C3=O)CC2)=C(O)C1 (stereo not given)
→ · | -35 | ·
CS(=O)(=O)N(Cc1ccc(F)cc1)Cc1nc2ccccc2c(=O)[nH]1
→ 0.82 | -33 | -0.11
O=C(OCc1ccc(Cl)cc1)c1ccccc1C(=O)c1ccccc1
→ -0.75 | 23 | -0.51
COC(=O)c1ccc(/C=N/NC(=O)CC(=O)NC(C)C)cc1
→ 0.94 | -55 | 0.24
O=C(O)c1cccc(CSc2nnc(COc3ccccc3)o2)c1
→ 0.84 | -266 | 0.96
CSc1ccc(-c2cccc([N+](=O)[O-])c2)nn1
→ · | 54 | ·
CSc1nnc(-c2cccc(NC(=S)NN)c2)o1
→ · | -7 | ·
CN1CC(c2ccccc2)C(c2ccc(Cl)cc2)=N1 (stereo not given)
→ 0.15 | -22 | -0.21
CCOC(=O)NCc1ccc(CNC(=O)OCC)cc1
→ 1.8 | 27 | 2.6
COc1cccc(/C=N/n2c(C)nc3ccccc32)c1OC
→ -1.5 | -27 | -0.5
CCCc1c(C)c2ccc(OCC(C)=O)cc2oc1=O
→ 0.38 | 6 | 0.05
Cc1cc(C)cc(N(CC(=O)NC2CCCCC2)C(=O)c2ccc(C)s2)c1
→ -1.4 | · | -0.23
CCN(C(=S)Nc1cc(S(=O)(=O)N2CCOCC2)ccc1Cl)c1cccc2ccccc12
→ -0.47 | 36 | 0.42
N#C/C(=C/c1ccc(N2CCCCCC2)o1)c1ccc(Cl)cc1
→ -1.2 | -54 | -1.1
CCCCCCNC(=O)CCCCCNS(=O)(=O)c1ccc(OC)cc1
→ 0.5 | -33 | -0.6
O=C(CCN1C(=O)C2CCCCC2C1=O)Nc1nc(-c2ccc(F)c(F)c2)cs1 (stereo not given)
→ · | 8 | ·
CCCCCNC(=O)C(C)Sc1ccc(Cl)cc1 (stereo not given)
→ 0.03 | -164 | 0.53
CCN(CC)C(=O)/C(NC(=O)c1ccccc1)=C(/Sc1ncccn1)c1ccccc1
→ -1 | -37 | -1
Cc1ccc(-c2cccc(NC(=O)C3C(C(=O)O)[C@@H]4C=C[C@H]3C4)c2)o1 (stereo not given in full)
→ -0.46 | -155 | -0.87
C=CCN(CC=C)C(=O)c1ccccc1NC(=O)c1ccccc1C
→ -0.6 | 11 | -0.66
COc1ccc(-n2nnc3c(SCC(=O)OCc4ccccc4)ncnc32)cc1
→ -0.01 | -7 | 1.4
CCOc1ccccc1NC(=O)CSC1=C(C#N)C(c2ccco2)C(C(=O)Nc2nc3ccccc3s2)=C(C)N1 (stereo not given)
→ 2.5 | · | 3.7
S=C(NCc1ccc(Cl)cc1)NCc1ccccn1
→ · | -21 | ·
CCOC(=O)c1c(NC(=O)C2CCCN(S(=O)(=O)c3ccccc3)C2)sc2c1CCCC2 (stereo not given)
→ -1.7 | -12 | -1.3

Reformatted: five of the compounds above.
SDO1 yeast rescue | Insulin prom inh | SDO1 yeast rescue Rescue 24 h | SMILES
0.94 | -55 | 0.24 | COC(=O)c1ccc(/C=N/NC(=O)CC(=O)NC(C)C)cc1
0.84 | -266 | 0.96 | O=C(O)c1cccc(CSc2nnc(COc3ccccc3)o2)c1
· | 54 | · | CSc1ccc(-c2cccc([N+](=O)[O-])c2)nn1
· | -7 | · | CSc1nnc(-c2cccc(NC(=S)NN)c2)o1
0.15 | -22 | -0.21 | CN1CC(c2ccccc2)C(c2ccc(Cl)cc2)=N1 (stereo not given)

Fetched by compound from the list above, two records:
Each structure is followed by: SDO1 yeast rescue | Insulin prom inh | SDO1 yeast rescue Rescue 24 h
CCN(CC)C(=S)NCCc1ccccc1
→ · | -29 | ·
COc1ccc(-n2nnc3c(SCC(=O)OCc4ccccc4)ncnc32)cc1
→ -0.01 | -7 | 1.4

Later entries.
Each structure is followed by: SDO1 yeast rescue | Insulin prom inh | SDO1 yeast rescue Rescue 24 h
COc1ccc(CCNS(=O)(=O)c2cccc(C)c2)cc1OC
→ -1.2 | -6 | -0.32
COc1cccc2c(=O)cc(C)n(CC(=O)Nc3ccc(C)c(C)c3)c12
→ -0.16 | 33 | -0.45
COc1ccc2[nH]c(C)cc(=O)c2c1
→ 2.3 | -50 | 2.3
O=C(O)c1cc(-c2ccc(N3CCOCC3)cc2)nn1-c1ccc(F)cc1F
→ 1.8 | · | 1.3
CCC(=O)Nc1cccc(-c2cn3ccccc3n2)c1
→ -0.62 | · | -1.4
O=C(COC(=O)c1ccccc1Nc1ccc(SC(F)F)cc1)NC1CC1
→ -0.37 | -30 | -0.09
CCn1nc(C)c(NC(=O)CCSc2nc(-c3ccco3)cc(C(F)(F)F)n2)c1C
→ 0.38 | 26 | 0.62
CC(=O)Nc1ccc2c(c1)nc(CCNC(=O)c1ccccc1)n2C
→ 1.6 | 30 | 1.2
COc1ccc(C(=O)CSc2nnc(-c3cc(C)cc(C)c3)o2)cc1
→ -0.73 | -3 | 0.56
Cc1noc(C)c1COC(=O)CNC(=O)c1ccc(Cl)cc1
→ · | 14 | ·
CCCC(=O)Nc1c(-c2ccc(OC)cc2)c(=O)c2ccccc2n1C
→ 1.6 | -29 | 0.36
Cc1cccc2cc(C#N)c(SCC(=O)NCC3CCCO3)nc12 (stereo not given)
→ -0.09 | 56 | 0.13
O=C(COC(=O)/C(=C/c1cccs1)c1cccs1)NCc1ccccc1Cl
→ -1.2 | 21 | -1.2
O=C(NCCCN1CCCC1=O)c1ccccc1NS(=O)(=O)c1ccc(F)cc1
→ -0.01 | 18 | -1.1
Cc1ccc(CSc2nnc(-c3ccc(S(=O)(=O)N4CCCC4)cc3)o2)cc1
→ 0.32 | -3 | 1.6
COc1ccc(C(=O)Cn2nnc(-c3ccccc3-n3cnnn3)n2)cc1
→ 0.18 | -3 | 1.7
O=C(NCc1ccco1)c1csc(Nc2ccccc2Cl)n1
→ -1.4 | -4 | -1.3
COc1cc(/C=C/C(=O)N2c3ccccc3Sc3ccc(C(F)(F)F)cc32)cc(OC)c1OC
→ 0.38 | · | 0.07
Cc1ccc(C)c(NC(=O)C(Sc2nncn2C)c2ccccc2)c1 (stereo not given)
→ 0.7 | · | 0.41
Cc1ccc(N)c(C(=O)CCCCC(=O)O)c1
→ 0.58 | -13 | -0.54
CCOc1ccc(NS(=O)(=O)c2ccc3[nH]cc(C(=O)N(CC)CC)c(=O)c3c2)cc1
→ 0.12[6.4 µM] | 22 | -0.23
CN(C)/C=C(\C#N)c1nc2ccccc2[nH]1
→ -0.72 | 57 | -1.1
CCn1c(SCc2ccccc2)nnc1-c1cccs1
→ 0.29 | -94 | 0.44
COc1ccc(CCNC(=O)C2CCN(S(=O)(=O)c3cccs3)CC2)cc1OC
→ · | -5 | ·
O=C1CC(C(=O)N2CCOCC2)C2(CCCCC2)O1 (stereo not given)
→ 0.99 | 58 | 1.9
COC(=O)c1c(=O)n(O)c2ccc(OC)cc2[n+]1[O-]
→ 0.73 | · | 0.05
Cn1c(CSCc2ccc(Cl)c(Cl)c2)nnc1SCC(=O)Nc1nccs1
→ -0.96 | -47 | -0.41
COC(=O)C1=C(C)NC2=C(C(=O)CCC2)C1c1cn(Cc2ccc(Cl)cc2Cl)nc1-c1ccccc1 (stereo not given)
→ -0.41 | · | -0.42
C=CCOc1ccccc1/C=c1\sc2nc(=O)c(C)nn2c1=O
→ 0.69 | -43 | 0.49
Cc1nc2ccccc2c2oc(C(=O)NCC3COc4ccccc4O3)cc12 (stereo not given)
→ -1.8 | · | -1.5
Cc1nnc(SCC(=O)N2CCN(S(=O)(=O)c3ccccc3)CC2)[nH]c1=O
→ 1.1 | -15 | 0.77
CCOc1cc(CN2CCSCC2)ccc1O
→ 0.7 | -72 | 0.06
CC(Sc1nc2ccccc2s1)C(=O)Nc1ccc2c(c1)OCO2 (stereo not given)
→ -0.65 | 11 | -0.7
CCCCCc1nnc(NC(=O)CS(=O)(=O)Cc2ccccc2)s1
→ -0.15 | 0 | -0.61
O=C(NCc1ccco1)C(Cc1ccccc1)N1C(=O)c2ccccc2C1=O (stereo not given)
→ -0.53 | 43 | -0.31
CCn1c(OC)nc2c1c(=O)n(C)c(=O)n2C
→ · | -91 | ·
CCN(CC)C(=O)c1ccc(COc2ccccc2Cl)cc1
→ -1.5 | 11 | -1.3
Clc1ccccc1-c1nnc(-c2ccccc2Cl)o1
→ -1.2 | -62 | -0.7
Fc1ccc(-c2nnc3sc(C4COc5ccccc5O4)nn23)cc1 (stereo not given)
→ -1.1 | -6 | -0.59
O=C(Cc1cccc2ccccc12)N/N=C/C=C/c1cccc([N+](=O)[O-])c1
→ -0.83 | · | -0.08
Cc1[nH]c2ccccc2c1CCN(Cc1cccnc1)C(=S)Nc1cccc(F)c1
→ · | -36 | ·
O=C(Nc1ccc(C(=O)O)cc1)/C(=C\c1ccc2c(c1)OCO2)NC(=O)c1ccc(Br)o1
→ · | -7 | ·
COc1ccc(F)cc1S(=O)(=O)N1CCN(Cc2ccc3c(c2)OCO3)CC1
→ -1.5 | 14 | -0.33
Cc1onc(-c2ccccc2Cl)c1C(=O)N1CCN(c2cccc(Cl)c2)CC1
→ -1.3 | · | -0.85
CC(SCCc1ccccn1)C(=O)O (stereo not given)
→ 0.72 | -13 | 0.2
CC(=O)N(C)c1nc(-c2ccc(Cl)cc2)cs1
→ 0.6 | 33 | 0.63
COc1ccc(S(=O)(=O)N2CCC(C(=O)N3CCN(c4ccccc4OC)CC3)CC2)cc1
→ 0.43 | -32 | 0.81
CC(C)(C)c1ccccc1NC(=S)NC1CCCCC1
→ · | -25 | ·
NS(=O)(=O)c1ccc(CCNC(=O)c2ccc([N+](=O)[O-])cc2[N+](=O)[O-])cc1
→ · | -6 | ·
